Assay outcomes deposited in PubChem BioAssay by Johns Hopkins Ion Channel Center.
KCNQ2 inh: KCNQ2 potassium channel inhibitors, primary screen, cell-based, CHO-K1, FluxOR thallium flux, B-score (AID 2156). 1.1% of 310,000 active. 20 min; stronger effect = lower value. B-score at 10 µM. Potassium voltage-gated channel subfamily KQT member 2 (Rattus norvegicus), O88943;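 active means fluorescence ratio B-score at most minus 3 library SDs, with starting brightness B-score within 2 library SDs, cut at about -5.5 in these data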
Kir21 block: inhibitors of mouse Kir2.1 inward-rectifier potassium channel | Inward rectifier potassium channel 2 (Mus musculus), P35561 | 0.85% of 310,000 active | HEK293-Kir2.1, FluxOR thallium flux fluorescence; stronger effect = lower value | AID 1672, 2009 | B-score at 10 µM;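 active means fluorescence ratio B-score at or below minus 3 SD of library scores, with starting-brightness B-score within 2 SD, cut at about -4.2 in these data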;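 further: channel flux triggered by added potassium and thallium sulfate stimulus; B-score of peak minus minimum fluorescence over baseline after thallium stimulus; more negative B-score means stronger Kir2.1 block with less thallium influx; some compounds called inactive have numbers as strong as hits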
Target sequence (P35561 whole entry, looked up): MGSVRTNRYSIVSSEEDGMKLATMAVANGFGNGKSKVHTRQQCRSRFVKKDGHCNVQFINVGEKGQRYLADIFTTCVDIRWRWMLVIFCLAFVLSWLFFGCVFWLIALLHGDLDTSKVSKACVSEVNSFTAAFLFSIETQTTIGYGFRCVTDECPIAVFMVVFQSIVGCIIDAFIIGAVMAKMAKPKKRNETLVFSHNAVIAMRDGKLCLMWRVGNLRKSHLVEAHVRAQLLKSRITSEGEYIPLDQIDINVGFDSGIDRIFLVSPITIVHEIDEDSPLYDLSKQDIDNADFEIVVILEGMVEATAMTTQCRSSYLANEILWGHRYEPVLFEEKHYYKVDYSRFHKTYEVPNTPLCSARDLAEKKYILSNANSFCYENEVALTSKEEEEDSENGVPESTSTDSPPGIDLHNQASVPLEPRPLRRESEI
An asterisk follows results filed as active; i = inactive; & = joins results of further samples.

SMILES | KCNQ2 inh | Kir21 block
CCCC(=O)Nc1ccc(NC(=O)c2ccccc2)nc1 | i | -0.02
CCOC(=O)Nc1ccc(C(N)=O)cc1 | i | 0.1
O=C(CSC1=NS(=O)(=O)c2ccccc21)Nc1ccccc1 | -6.36* | -0.22
O=C1CC(N2CCN(c3cccc(C(F)(F)F)c3)CC2)C(=O)N1c1ccccc1F (stereo not drawn) | i | -0.76
CS(=O)(=O)c1cnc2c(-c3ccsc3)cnn2c1N | i | 1.77
Cc1nnc(SCC(=O)N(CC(C)C)c2c(N)n(CC(C)C)c(=O)[nH]c2=O)n1-c1ccccc1 | i | -2.3
COc1ccccc1N(CC(=O)N1CCCC1)S(=O)(=O)c1ccc(C)cc1 | i | -0.09
Fc1ccc(N2CCN(/C=C/c3nnnn3-c3ccccc3)CC2)cc1 | i | -0.68
COc1ccccc1NS(=O)(=O)c1cc(NC(=O)CNC(=O)c2cc(C)cc(C)c2)ccc1C | i | -1.05
CC1(C)CC(=O)C(C=NCCN2CCN(CCc3ccccc3)CC2)=C(O)C1 | i | -0.89
COC(=O)c1c(NC(=S)Nc2ccc(F)cc2[N+](=O)[O-])sc2c1CCCCC2 | i | -0.23
OC(CNCCc1ccc(Cl)cc1)COc1cc(Cl)ccc1Cl (stereo not drawn) | i | -13.8*
Cc1ccccc1N1CCN(C2CCCN(C(=O)c3cc[n+]([O-])cc3)C2)CC1 (stereo not drawn) | i | -1.88
Cc1ccc2nc(Nc3ccc4[nH]c(=O)[nH]c4c3)c(-n3nc(C)cc3C)nc2c1 | i | -0.48
COc1ccc(C(C(=O)NC2CCCCC2)N(C(=O)c2ccco2)c2ccc(-n3cnnn3)c(C)c2)cc1 (stereo not drawn) | i | 0.88
CC(C)CCC(C(=O)O)C(C)CC(=O)NNC(=O)c1ccco1 (stereo not drawn) | i | 0.15&-0.97
CCN(CC)S(=O)(=O)c1cccc(C(=O)Nc2ccc(S(=O)(=O)NC3=NCCCCC3)cc2)c1 | i | 0.29
COc1cc(O)c(C(=O)/C=C/c2ccccc2)c(OC)c1 | i | 2.13
COc1ccc([C@H]2/C=C\CN(C(=O)CC(C)(C)C)[C@@H](C)C(=O)N2Cc2ccc(F)cc2)cc1 | i | -0.43
COc1cc(NC(=S)Nc2cccc(Cl)c2Cl)c(OC)cc1Cl | i | -0.02
CCCCNC(=O)O[C@H]1C[C@@H]2CCN3C(=O)CCC(C)(C)[C@H](C1)[C@H]23 | i | -0.81
O=C(N/N=C/c1ccc(OCc2ccccc2)cc1)c1cc[n+](Cc2ccccc2)cc1 | i | -0.13
Nc1ccn([C@@H]2O[C@H](CO)[C@@H](O)[C@@H]2O)c(=O)n1 | i | 0.14
CC1(c2ccccc2)NC(=O)N(CC(=O)Nc2cc3c(cc2Br)OCCO3)C1=O (stereo not drawn) | i | -1.52
COc1nnc(-c2ccc(N3CCCCC3)c(NC(C)=O)c2)c2ccccc12 | i | -2.43

Of the compounds above, these contain nitrogen in an aromatic ring:
SMILES | KCNQ2 inh | Kir21 block
CCCC(=O)Nc1ccc(NC(=O)c2ccccc2)nc1 | i | -0.02
CS(=O)(=O)c1cnc2c(-c3ccsc3)cnn2c1N | i | 1.77
Cc1nnc(SCC(=O)N(CC(C)C)c2c(N)n(CC(C)C)c(=O)[nH]c2=O)n1-c1ccccc1 | i | -2.3
Fc1ccc(N2CCN(/C=C/c3nnnn3-c3ccccc3)CC2)cc1 | i | -0.68
Cc1ccccc1N1CCN(C2CCCN(C(=O)c3cc[n+]([O-])cc3)C2)CC1 (stereo not drawn) | i | -1.88
Cc1ccc2nc(Nc3ccc4[nH]c(=O)[nH]c4c3)c(-n3nc(C)cc3C)nc2c1 | i | -0.48
COc1ccc(C(C(=O)NC2CCCCC2)N(C(=O)c2ccco2)c2ccc(-n3cnnn3)c(C)c2)cc1 (stereo not drawn) | i | 0.88
O=C(N/N=C/c1ccc(OCc2ccccc2)cc1)c1cc[n+](Cc2ccccc2)cc1 | i | -0.13
Nc1ccn([C@@H]2O[C@H](CO)[C@@H](O)[C@@H]2O)c(=O)n1 | i | 0.14
COc1nnc(-c2ccc(N3CCCCC3)c(NC(C)=O)c2)c2ccccc12 | i | -2.43

(list continues)
SMILES | KCNQ2 inh | Kir21 block
O=C(Nc1ccc2nc(-c3ccc4nc[nH]c4c3)[nH]c2c1)c1cccs1 | i | 0.08
N#CC1=C(N)Oc2n[nH]c(-c3ccc(F)cc3)c2C1c1ccncc1 (stereo not drawn) | i | 0.25
Cc1cc2oc(=O)cc(CN3CCCCC3)c2cc1O | i | 0.64
O=C(NCc1ccc2c(c1)OCO2)Nc1ccc([N+](=O)[O-])cc1 | i | -1.11
CC1S/C(=N/N=C2CCCCC2)NC1=O (stereo not drawn) | i | 0.01
CCC(=O)Nc1ccnc(-c2cccnc2)n1 | i | 2.21
COC(=O)c1ccccc1NC(=O)NC1CCC(C)CC1 (stereo not drawn) | i | 2.06
O=C(CN1C(=O)/C(=C\c2cccc(F)c2)Oc2ccccc21)N1CCN(c2ccccn2)CC1 | i | -0.03
CCCN(C(=O)COC(=O)CC1CCCCC1)c1c(N)n(Cc2ccccc2)c(=O)[nH]c1=O | i | 0.52
Cc1ccc(Cl)cc1NC(=O)CCC(=O)Nc1cc(Cl)ccc1C | i | 1.92
CC(=O)Nc1ccc(S(=O)(=O)N2CCN(C(=O)c3cccnc3)CC2)cc1 | i | 0.93
Cc1nn(CC(=O)NCc2ccc(OC(C)C)cc2)c(=O)c2cc3occc3n12 | i | -0.09
Clc1ccc(CSc2nnc(-c3sccc3-n3cccc3)o2)cc1 | i | -2.54
CCC(C)(C)NC(=O)C(c1cccs1)N(C(=O)c1ccn[nH]1)c1ccccc1 (stereo not drawn) | i | 0.78
COC(=O)CCC(=O)Nc1sc(C)c(C)c1C(N)=O | i | 0.68
Cc1csc(=O)n1CCC(=O)OCC(=O)c1c(N)n(CC(C)C)c(=O)n(C)c1=O | i | 2.01
COc1ccc(-c2csc3ncnc(N4CCN(S(=O)(=O)c5ccc(Cl)s5)CC4)c23)cc1 | -7.55* | -1.28
O=C1CC(N2CCN(Cc3ccc(Cl)cc3)CC2)C(=O)N1CCc1ccccc1 (stereo not drawn) | i | -1.32
O=C(C1CCCN(S(=O)(=O)Cc2ccccc2)C1)N1CCCCC1 (stereo not drawn) | i | -1.73
OCCN1CCN(c2ncnc3sc(-c4ccccc4)cc23)CC1 | i | -0.53
O=C(COC(=O)c1n[nH]c2ccccc12)c1cccc(Br)c1 | i | -0.01
COc1ccccc1NC(=O)NC1CCS(=O)(=O)C1 (stereo not drawn) | i | 0.82
O=C(NCC1CCCCC1)c1cccc([N+](=O)[O-])c1 | i | -0.86
COC(=O)[C@@H]1CC[C@@](C)(c2ccc(OC)cc2)C1(C)C | i | -1.16
CCOC(=O)C1=C(C)NC(=O)NC1c1ccc([N+](=O)[O-])o1 (stereo not drawn) | i | -1.05
Remaining list, next part
SMILES | KCNQ2 inh | Kir21 block
Cc1cc(C)n(-c2cccc(F)n2)n1 | i | -0.41
COc1ccc(N(C)C(=O)CCS(=O)(=O)c2cccc3nonc23)cc1 | i | 0
O=C(CSc1nnc(-c2ccccc2)n1Cc1ccco1)Nc1ccc(S(=O)(=O)N2CCCC2)cc1 | i | 0
CCOC(=O)c1c(NC(=O)Nc2ccc(C)cc2)sc2c1CCN(C)C2 | i | 1.21
CCC(C(=O)Nc1cccc(C(=O)O)c1C)c1ccccc1 (stereo not drawn) | i | 0.22
O=CN1CCN(c2c([N+](=O)[O-])c(=O)oc3ccccc23)CC1 | i | -1.37
O=C1c2nccnc2C(=O)N1c1ccc(F)cc1 | i | 0.03
N#C/C(=C(/O)c1ccc(Cl)cc1)c1nc2ccccc2[nH]1 | i | -0.31
CCCCC(CC)C(=O)NCCc1ccc(S(N)(=O)=O)cc1 (stereo not drawn) | i | -0.64
COC(=O)C1(C(F)(F)F)C2C=CC(C2)N1S(=O)(=O)c1ccc(C)cc1 (stereo not drawn) | i | -1.81
COc1ccc(CCNC(=O)CNS(=O)(=O)c2ccc(Br)cc2)cc1 | i | -1.12
COc1ccc(-n2c(Cc3cccn3C)nnc2SCC(=O)NC2CCCC2)cc1 | i | -1.1
O=C(c1coc(=O)c(Br)c1)N1CCOCC1 | i | 1.25
CC1(C(=O)O)C=CC2(CCCCC2)N1C(=O)c1ccccc1 (stereo not drawn) | i | 1.23
CC(C)(C)OC(=O)N1CCC[C@H]1C(=O)NCC1CCC(C(=O)O)CC1 (stereo partly drawn) | i | -0.83
CC(C)c1ccc(N(CC(=O)NC2CCCC2)C(=O)CCC(=O)Nc2nccs2)cc1 | i | 0.36
COC(=O)C1(O)CC(CC(C)C)=NN1C(=O)c1ccccc1 (stereo not drawn) | i | -0.79
CC(C)OC(=O)c1ccc(COc2ccc3ccc(=O)oc3c2)o1 | i | -0.79
Cc1cc(OCC(=O)NCCO)ccc1Cl | i | 1.31
COc1ccccc1CNC(=O)CSc1ccccc1 | i | -0.04
Nc1ccccc1Nc1nc2ccccc2[nH]1 | i | 0.66
Cc1onc(C(=O)N2CCN(c3ccccc3)CC2)c1[N+](=O)[O-] | i | 0.21
CC(Oc1ccccc1)C(=O)NN1Cc2ccccc2C1=N (stereo not drawn) | i | -0.01
O=C(NCC1CCCO1)c1cc2ccccc2[nH]1 (stereo not drawn) | i | 0.55
COC(=O)CCN1CCN(S(=O)(=O)c2ccccc2Br)CC1 | i | 0.46

Entries of single compounds, looked up by structure. Order of values: KCNQ2 inh | Kir21 block
`CCOC(=O)Nc1ccc(C(N)=O)cc1` is listed as i | 0.1
`CC1S/C(=N/N=C2CCCCC2)NC1=O` (stereo not drawn) is listed as i | 0.01

Continued.
SMILES | KCNQ2 inh | Kir21 block
CCSc1nc2c(sc3ccccc32)c(=O)n1C(C)C | i | -0.64
CCOc1ccc(Br)cc1S(=O)(=O)Nc1ccc(N2CCOCC2)cc1 | i | 0.79
CN1CCN(CC#CCC(O)(c2ccccc2)c2ccccc2)CC1 | i | -2.07
Cc1cccc(NC(=S)N2CCC(NC(=O)c3cccc(F)c3)CC2)c1 | i | 0.9
Cc1ccc(C(=O)NCCc2nnc(SCC(=O)Nc3cccc(C(=O)O)c3)n2C)cc1 | i | 0.37
COc1cc(C(=O)OCC(=O)Nc2cccc(S(=O)(=O)N3CCCC3)c2)ccc1OCC(C)C | i | 0.4
Cc1ccc(C)c(CN2C(=O)NC3(CCCCCC3)C2=O)c1 | i | 0.84
Cc1ccccc1-n1ncc2c1CC(C)(C)CC2NC(=O)CCN1Cc2ccccc2C1=O (stereo not drawn) | i | 2.93
CCCc1[nH]c2ccc(C(=O)OC)cc2c1CCC | i | 1.66
COCCn1c(SCC(=O)Nc2cccc(OC)c2)nc2c(oc3ccccc32)c1=O | i | -0.29
CCCCOC(=O)c1cc(C)nc2ccc(Br)cc12 | i | -0.62
O=C1C(C=NCc2ccco2)=C(O)c2ccccc21 | i | 0.87
CCOC(=O)COc1ccc(S(=O)(=O)Nc2ccc(C)cc2)cc1 | i | -1.05
COCCn1c(Cc2ccccc2)nnc1SCC(=O)N1CCOCC1 | i | 0.98
CCN(CC)CCNC(=O)c1cn(CC)c2ccc(S(=O)(=O)N(C)C)cc2c1=O | i | -1.76
CC(C)(C)c1ccc(C(=O)c2c[nH]c(C(=O)NCc3cccnc3)c2)cc1 | i | 1.59
CCN(CC)C1CCN(Cc2cn[nH]c2-c2ccc(OC)c(F)c2)C1 (stereo not drawn) | i | -0.9
CCC(C)[C@H](NC(=O)N1CC(=O)Nc2ccccc21)C(=O)Nc1nccs1 (stereo partly drawn) | i | -1.3
O=C(CN1CCCCC1)NN(Cc1ccccc1)c1ccccc1 | i | 0.07
O=C(COC(=O)c1cc(=O)[nH]c2ccccc12)NC1CCCCCCC1 | i | -0.06
COc1ccccc1NS(=O)(=O)NC(=O)c1cn(C)c2ccccc12 | i | 0.25
CC12CCC(C(=O)NCc3ccccc3)(OC1=O)C2(C)C (stereo not drawn) | i | -0.78
COc1ccc(S(=O)(=O)N2CCN(C(=O)c3c(C)nn(-c4ccccc4)c3Cl)CC2)cc1 | i | -1.44
CCCSC1=C(C#N)C(c2ccccc2C)C(C(=O)OC)C(=O)N1 (stereo not drawn) | i | 0.62
O=C(O)c1ccc(N/N=C/c2cn(Cc3ccc(F)cc3)c3ccccc23)cc1 | i | -0.63
Next entries follow:
SMILES | KCNQ2 inh | Kir21 block
CCOC(=O)C1CCCN(C2=NC(=O)/C(=C/c3ccc(O)c(OC)c3)S2)C1 (stereo not drawn) | i | -0.66
NC(=O)C1CCN(C(=O)CCc2nc3sc4c(c3c(=O)[nH]2)CCCC4)CC1 | i | 0.87
CCCCn1c(NS(=O)(=O)c2ccc(C)cc2)c(S(=O)(=O)c2ccccc2)c2nc3ccccc3nc21 | i | -1.66
Cc1cccn2cc(COc3cccc([N+](=O)[O-])c3)nc12 | i | 0.01
COc1cc2c(cc1NC(=O)C(C)N1CCN(S(=O)(=O)c3ccccc3[N+](=O)[O-])CC1)oc1ccccc12 (stereo not drawn) | i | 0.78
Cc1c(C)c2c(OCC(=O)NCC(C)C)cc3c(c2oc1=O)CCC(C)(C)O3 | i | 1.97
COc1ccc(C(=O)Nn2c(SCC(=O)NCc3ccccc3)nc3ccccc3c2=O)cc1 | i | -1.2
O=C(OCCOc1cccc(Cl)c1)C1CCN(S(=O)(=O)c2ccccc2)CC1 | i | 0.12
CCC1Oc2ccccc2N(CC(=O)NCCC2=CCCCC2)C1=O (stereo not drawn) | i | -1.52
Cc1ccc(N=Nc2c(N)[nH]n3c(=O)cc(-c4ccccc4)nc23)cc1 | i | 1.02
COc1ccc(/C=N/NC(=O)c2cccnc2)cc1Cn1nc([N+](=O)[O-])c(Br)c1C | i | 0.67
CC(/C=C/c1ccco1)=N\NC(=O)c1cccc(Cl)c1 | i | 1.5

Compounds were not picked by outcome. About 1.8% of those tested had a hit in this group.
